Screening results deposited in PubChem by The Scripps Research Institute Molecular Screening Center.
M1 ag parental – counter-screen for M1 agonists: effect in parental CHO-K1 cells; Fluo-8 calcium fluorescence; scaled to maximal ATP response, vehicle zero; activation, % at 3 µM; actives 0.48% (n = 360,000); AID 602248; in the data active means activation above about 15%;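 further: untransfected CHO-K1 host cells lacking M1 receptor as counterscreen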
CHRM4 agonist – CHRM4 agonism in calcium assay. P08173. CHO-K1 hM4/Gqi5, Fluo-8 calcium fluorescence; vehicle 0%, full acetylcholine response 100%. activation, % at 3 µM. actives 0.14% (n = 360,000). AID 624127;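 active means activation above the run mean over all test wells plus 3 SD, cut at about 32% in these data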;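 further: peak over basal fluorescence ratio per well then scaled between controls; 0% = DMSO wells and 100% = acetylcholine at EC100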
Target sequence (P08173 whole entry, looked up): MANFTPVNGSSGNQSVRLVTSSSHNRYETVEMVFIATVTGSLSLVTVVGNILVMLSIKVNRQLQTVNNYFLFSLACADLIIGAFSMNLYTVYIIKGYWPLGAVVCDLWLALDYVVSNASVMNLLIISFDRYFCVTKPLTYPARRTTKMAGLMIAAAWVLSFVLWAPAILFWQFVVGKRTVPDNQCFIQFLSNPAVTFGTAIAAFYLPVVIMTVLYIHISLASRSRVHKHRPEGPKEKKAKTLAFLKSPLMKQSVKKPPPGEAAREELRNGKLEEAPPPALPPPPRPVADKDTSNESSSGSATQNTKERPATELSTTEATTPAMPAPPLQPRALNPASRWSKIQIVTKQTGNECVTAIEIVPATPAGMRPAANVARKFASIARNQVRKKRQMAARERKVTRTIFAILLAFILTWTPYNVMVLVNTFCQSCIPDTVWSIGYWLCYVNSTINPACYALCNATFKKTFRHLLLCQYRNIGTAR
M5 PAM – potentiates acetylcholine response at human M5 receptor. CHO-K1 hM5, Fluo-8 calcium, ACh EC20 PAM; 0% = ACh EC20, 100% = ACh EC100. actives 0.3% (n = 360,000). AID 624038. activation, % at 3 µM. P08912;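 active means activation above the run cutoff, the mean activation of all test compounds plus 3 SD, cut at about 18% in these data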
Target sequence (P08912 whole entry, looked up): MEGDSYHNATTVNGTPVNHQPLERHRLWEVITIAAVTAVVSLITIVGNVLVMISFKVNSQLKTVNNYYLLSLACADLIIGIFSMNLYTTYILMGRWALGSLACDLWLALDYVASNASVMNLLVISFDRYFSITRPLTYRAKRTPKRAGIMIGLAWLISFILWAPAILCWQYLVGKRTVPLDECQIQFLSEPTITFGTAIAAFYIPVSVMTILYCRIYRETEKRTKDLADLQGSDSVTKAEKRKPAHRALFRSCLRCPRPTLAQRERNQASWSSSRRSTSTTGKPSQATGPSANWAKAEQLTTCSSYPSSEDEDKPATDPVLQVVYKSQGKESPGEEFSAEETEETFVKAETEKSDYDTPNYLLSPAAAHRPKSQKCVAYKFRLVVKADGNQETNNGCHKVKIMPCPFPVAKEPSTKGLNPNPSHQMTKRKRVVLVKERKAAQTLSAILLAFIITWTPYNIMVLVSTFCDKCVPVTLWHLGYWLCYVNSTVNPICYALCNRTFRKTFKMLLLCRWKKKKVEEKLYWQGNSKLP
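system = human M5 receptor in CHO-K1 cells | reagent = EC20 acetylcholine as agonist stimulus | compound dosing = single-point, 3 µM nominal | incubation = Fluo-8 loading 80 min at 37 °C plus 30 min room temperature | detection = Fluo-8 calcium dye fluorescence, kinetic read | benchmarks = low control EC20 acetylcholine (0%), high control EC100 acetylcholine (100%)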
M5 ag – agonists of human muscarinic M5 receptor (CHRM5). CHO-K1 hM5 cells, Fluo-8 calcium fluorescence; 0% DMSO wells, 100% maximal acetylcholine response. actives 0.19% (n = 360,000). activation, % at 3 µM. AID 624037. P08912;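 active means activation above the run's mean over test compounds plus 3 SD, cut at about 23% in these data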;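 further: signal is peak over basal fluorescence ratio across the kinetic read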
CHO-K1 Ca antag – counter-screen for M1 antagonists: effect in parental CHO-K1 cells. ATP-induced calcium, Fluo-8 fluorescence. inhibition, % at 3 µM. actives 0.6% (n = 360,000);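 active means inhibition above a per-plate cutoff, the plate's mean sample inhibition plus 3 SD, cut at about 24% in these data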;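 further: 0% = DMSO plus EC80 ATP and 100% = DMSO alone without ATP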
M5 antag – blocks acetylcholine activation of human M5 receptor; actives 0.59% (n = 360,000); P08912; inhibition, % at 3 µM; CHO-hM5 cells, Fluo-8 calcium fluorescence, ACh EC80;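 active means inhibition above a per-plate cutoff, the mean of that plate's test compounds plus 3 SD, cut at about 27% in these data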;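 further: 0% = acetylcholine EC80 with DMSO and 100% = DMSO without agonist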
CHRM4 PAM – potentiates acetylcholine response at human M4 receptor | actives 0.4% (n = 360,000) | CHO-K1 hM4/Gqi5, Fluo-8 calcium fluorescence, ACh EC20; 0% = ACh EC20, 100% = maximal ACh | activation, % at 3 µM | AID 624126;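 active means activation above its plate's cutoff, the mean activation of sample wells plus 3 SD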; further: some results filed as inactive read as strong as hits
M4 antag – CHRM4 antagonism in calcium assay. P08173. inhibition, % at 3 µM. actives 0.73% (n = 360,000). AID 624125. CHO-hM4 cells, ACh EC80, Fluo-8 calcium fluorescence;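 active means inhibition above its plate's cutoff, the mean inhibition of sample wells plus 3 SD, cut at about 27% in these data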;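 further: 0% = acetylcholine EC80 with DMSO and 100% = DMSO without agonist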
CHO-K1 Ca PAM – counter-screen for M1 PAMs: effect in parental CHO-K1 cells. ATP EC20, Fluo-8 calcium fluorescence; 0% at ATP EC20, 100% at ATP max. activation, % at 3 µM. actives 0.02% (n = 360,000). AID 602247;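 active means activation above the run cutoff, the mean activation of all test compounds plus 3 SD, cut at about 40% in these data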;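 further: peak over basal fluorescence ratio in a 140 s read after ATP addition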
Starred values were filed as active, the others as inactive.

SMILES	M1 ag parental	CHRM4 agonist	M5 PAM	M5 ag	CHO-K1 Ca antag	M5 antag	CHRM4 PAM	M4 antag	CHO-K1 Ca PAM
COC(=O)c1cc(Br)c(=O)n(Cc2ccc3c(c2)OCO3)c1	0.9	0	1	0	-1	-3	20	2	14
c1coc(-c2ccnc(-n3cccc3)n2)c1	0.3	-1	1	-2	-1	7	2	-8	-6
CC1Cc2nc(SCC(=O)Nc3ccc4c(c3)OCO4)n(-c3ccc(F)cc3)c(=O)c2S1 (configuration not stated)	3.0	16	-13	3	11	9	-13	7	-4
CCCc1nnc(NC(=O)CCS(=O)(=O)c2ccccc2)s1	-0.3	0	1	-2	2	8	-2	-8	2
COc1cc(C(=O)Nc2nc(-c3ccc(C)cc3)cs2)ccc1OCC(=O)N1CCOCC1	4.5	8	-6	12	13	12	-7	9	-14
Cc1ccc(N(C(=O)C2CCCO2)C2C=CS(=O)(=O)C2)cc1Cl (configuration not stated)	-0.4	2	3	2	16	-2	5	4	7
COc1ccc(-c2cc(C(F)(F)F)nc(NCc3ccco3)n2)cc1OC	0.3	-2	-10	-4	10	2	-1	1	-6
Cc1c(C)n(C)c2ccc([N+](=O)[O-])cc12	-0.1	-1	0	-4	-6	2	-4	5	12
Cc1ccc(-c2nnc(-c3ccccc3S(=O)(=O)Cc3ccc(Cl)cc3)o2)cc1	-0.4	0	0	-2	-12	-8	3	-11	14
C=CCn1c(-c2ccccc2OCC)n[nH]c1=S	1.8	1	9	0	-13	-3	7	-2	17
CC(C)NC(=S)N1CCN(C(c2ccccc2)c2ccccc2)CC1	0.2	-1	-13	-10	-7	-1	-19	4	18
CCC(=O)NC1CCN(C(=S)NC)CC1	0.7	3	2	1	-9	3	6	3	11
O=C(C1CCCN1S(=O)(=O)c1cccc2cccnc12)N1CCc2ccccc2C1 (configuration not stated)	1.5	5	-5	2	-10	0	2	-11	4
COc1cc(NC(=O)c2cc(-n3cnnc3)ccc2Cl)cc(OC)c1	0.4	1	0	-2	-8	2	-1	6	19
COC(=O)c1c(C)[nH]c(C(=O)C(C)OC(=O)C2=NNC(=O)CC2)c1C (configuration not stated)	0.0	1	2	4	12	5	-1	-2	-20
O=C(CN1C(=O)COc2ccccc21)NCc1ccccn1	0.3	1	3	-2	9	1	16	-4	10
COc1ccc(-c2noc(CCC(=O)N3CCN(c4ccc(C(F)(F)F)cc4)CC3)n2)cc1	1.5	2	-1	2	-17	-9	1	-4	17
O=C(/C=C/c1ccccc1Cl)N1CCN(c2ncccn2)CC1	2.9	6	-3	0	-17	-3	-1	-15	30
CCOC(=O)c1c(NC(=O)CN2C(=O)NC(C)(c3ccc(Cl)cc3)C2=O)sc(C(=O)NC)c1C (configuration not stated)	2.7	5	-1	5	-12	1	5	-3	20
Cc1ccc2nc(NC(=O)COC(=O)CSc3nc(C)cc(C)n3)sc2c1	1.8	7	-2	6	-3	2	2	4	1
CCc1ccc(S(=O)(=O)NCc2ccc(N3CCN(C)CC3)cc2)cc1	0.8	2	14	-2	-3	-4	-10	4	-5
c1ccc(-c2cn(-c3ccccc3)c3[n+]2CCCS3)cc1	0.1	1	3	-18	1	9	-5	3	-10
O=C(NCCCN1CCOCC1)c1ccc2c(c1)N(Cc1ccc(Cl)cc1)C(=O)c1ccccc1S2=O (configuration not stated)	3.9	7	3	-4	-18	-7	-7	-4	12
O=C(COc1ccccc1)Nc1ccc2c(c1)C(=O)N(CC1CCCO1)C2=O (configuration not stated)	2.1	3	-6	4	-10	4	-2	-3	-2
CCCC(=O)Nc1nc(C)c(-c2csc(Nc3ccc(Cl)cc3)n2)s1	-0.4	-1	2	8	-10	4	13	-7	-16
Cc1c(C)c(C)c(S(=O)(=O)N2CCC3(CC2)OCCO3)c(C)c1C	-0.1	0	-4	0	-3	6	-5	10	-1
O=C(Nc1cccc(F)c1)c1cc(S(=O)(=O)N2CCOCC2)ccc1N1CCCC1	0.4	2	1	-1	5	-2	6	-2	0
COc1ccc(C(=O)COC(=O)CNC(=O)c2ccc(OC)cc2)cc1	0.8	3	7	0	-11	5	3	3	0
COc1ccc2[nH]c3c(=O)n(N)c(=O)[nH]c3c2c1	1.5	0	3	-1	-21	7	10	-16	18
O=C1COc2ccc(S(=O)(=O)CCC(=O)NC3CCCCC3)cc2N1	-0.2	0	3	-2	1	0	-7	0	-13

Just M4 antag and M5 antag, for 2 of the compounds above:
canonical_smiles | M4 antag | M5 antag
O=C(COc1ccccc1)Nc1ccc2c(c1)C(=O)N(CC1CCCO1)C2=O (configuration not stated) | -3 | 4
CCCC(=O)Nc1nc(C)c(-c2csc(Nc3ccc(Cl)cc3)n2)s1 | -7 | 4

(list continues)
SMILES	M1 ag parental	CHRM4 agonist	M5 PAM	M5 ag	CHO-K1 Ca antag	M5 antag	CHRM4 PAM	M4 antag	CHO-K1 Ca PAM
Cc1ccccc1CSc1nnc(-c2ccncc2)o1	24*	1	-4	-2	3	2	-1	1	2
O=C(NCCN1CCCCC1)c1cccc2c1C(=O)c1ccc(N3CCCC3)cc1S2(=O)=O	1.4	11	2	-1	-7	8	-2	7	11
CCOC(=O)c1c(C)n(C)c2c(C)cc(O)c(OC(C)=O)c12	0.1	0	-1	-3	-5	1	0	10	10
CC12CCC(C(=O)N(c3cccc(Cl)c3)C1=O)C2(C)C (configuration not stated)	0.2	0	1	-5	-7	-7	5	-4	12
CC(O)(c1cccnc1)c1nc(-c2cc(F)cc(F)c2)cs1 (configuration not stated)	5.0	7	-5	4	-9	6	-7	-3	14
Cc1cc(C)c(S(=O)(=O)/N=C2/C=C(SCC(=O)O)C(=O)c3ccccc32)cc1C	0.9	3	-7	-1	5	2	-4	4	8
c1ccn2c(CNc3ncnc4sccc34)nnc2c1	0.5	1	0	-2	3	-2	4	13	15
CCn1nnnc1-c1ccc(OC)c(S(=O)(=O)NCc2ccccc2)c1	0.0	1	-1	0	1	-6	3	-7	1
O=C(CSc1nnc2scc(-c3ccccc3)n12)Nc1nsc(-c2ccccc2)n1	1.2	0	0	-1	-13	-6	-9	12	24
O=C(CN(c1ccc(Cl)cc1)S(=O)(=O)c1ccccc1)N1CCN(c2ccccc2)CC1	0.4	1	1	-1	-12	-3	18	14	19
CC(=O)c1ccc(N2CCN(C(=O)C3CCN(S(=O)(=O)c4ccc(F)cc4)CC3)CC2)cc1	2.2	3	-5	1	-15	3	2	-23	15
COc1cccc(-c2nc(SC)nc3sc(C(=O)NC(C)(C)C)c(N)c23)c1	-0.2	-1	6	-1	-18	11	2	5	11
CCCC1(CCC)NC(=O)N(CC(=O)Nc2cccc(OC)c2)C1=O	0.6	2	17	0	-12	-9	11	-1	19
O=C(COC(=O)c1cc(-c2cccs2)nn1-c1ccccc1)Nc1cc([N+](=O)[O-])ccc1Cl	0.9	0	-4	0	-4	2	0	2	10
Cc1noc(NS(=O)(=O)c2ccc(NS(=O)(=O)c3ccc(Cl)cc3)cc2)c1C	-0.2	0	-3	1	2	12	3	-8	-3
Cn1nnnc1SCC(=O)Nc1ccc2c(c1)OCCO2	1.0	0	3	-1	-8	7	-2	6	14
COc1ccc(/C=N/NC(=O)c2ccc3c(c2)NC(=O)C(C)(C)O3)cc1OC	15	16	-9	2	13	10	-10	-9	-2
NS(=O)(=O)c1ccc(CCNC(=O)c2cccc(S(=O)(=O)N3CCc4ccccc43)c2)cc1	1.9	4	-7	-2	-5	10	0	6	8
CCc1ccc(-c2cc(C(F)(F)F)n3nc(C(=O)Nc4cnn(Cc5ccccc5C)c4)cc3n2)s1	1.0	0	-1	2	-41	-3	12	-3	35
CSc1ccc(-c2nnn(Cc3ccccn3)n2)cc1	1.8	1	-2	-3	-9	0	2	8	12

A portion from further up:
SMILES	M1 ag parental	CHRM4 agonist	M5 PAM	M5 ag	CHO-K1 Ca antag	M5 antag	CHRM4 PAM	M4 antag	CHO-K1 Ca PAM
CC(=O)c1ccc(N2CCN(C(=O)C3CCN(S(=O)(=O)c4ccc(F)cc4)CC3)CC2)cc1	2.2	3	-5	1	-15	3	2	-23	15
COc1cccc(-c2nc(SC)nc3sc(C(=O)NC(C)(C)C)c(N)c23)c1	-0.2	-1	6	-1	-18	11	2	5	11
CCCC1(CCC)NC(=O)N(CC(=O)Nc2cccc(OC)c2)C1=O	0.6	2	17	0	-12	-9	11	-1	19

Additional results
SMILES	M1 ag parental	CHRM4 agonist	M5 PAM	M5 ag	CHO-K1 Ca antag	M5 antag	CHRM4 PAM	M4 antag	CHO-K1 Ca PAM
O=C(CSc1nnc(Nc2ccccc2)s1)NC1CCS(=O)(=O)C1 (configuration not stated)	1.4	1	3	3	-17	7	0	-11	15
Cc1ccc(F)c(S(=O)(=O)NC(=O)C2(C)CCN2C(=O)C2(c3ccc(Cl)cc3)CCC2)c1 (configuration not stated)	-0.5	0	-2	-1	1	-7	4	-19	-6
O=C(Nc1ccccc1C(=O)N1CCOCC1)c1ccc(Cl)cc1	1.2	4	1	0	0	-1	3	-14	-9
O=C1[C@H]2[C@H](ON3CCCC[C@H]23)C(=O)N1c1cccc(C(F)(F)F)c1	3.7	12	-9	3	0	2	-6	-6	7
COc1ccc(N2CCN(C(=O)CN3C(=O)NC4(CCCCCC4)C3=O)CC2)cc1	1.0	1	-3	2	-17	10	2	3	3
CCOC(=O)N1CCN(C(=S)NCCOC)CC1	0.8	-1	1	-2	-6	-1	2	-9	26
CCN(C(=O)COC(=O)/C=C/c1ccccc1[N+](=O)[O-])C1CCS(=O)(=O)C1 (configuration not stated)	10	4	2	-5	11	5	8	-2	9
O=C(CS(=O)CC(=O)NC12CC3CC(CC(C3)C1)C2)Nc1ccc(F)cc1 (configuration not stated)	2.9	1	2	1	-14	13	1	6	8
CCOc1cccc2cc(C(=O)N3CCc4ccccc43)c(=O)oc12	1.1	2	-7	-2	-8	-2	1	-17	14
O=C1N/C(=C\c2ccc(O)cc2)C(O)=C1C=NCc1ccccc1	1.3	2	2	0	-13	-1	-3	-7	23
CC(=O)N1CCN(C(=S)NCCc2ccccc2)CC1	-0.3	1	2	-1	16	-2	9	3	-13
Nc1ccc(-c2sc(N)nc2-c2ccccc2)cc1	0.5	1	-7	3	-1	9	3	4	5
CCCCCCN1C[C@@H](n2cc(COC(=O)c3ccccc3)nn2)[C@H](O)C[C@@H]1c1ccccc1	-0.2	0	-3	0	16	-2	1	-11	-9
CCCCNC(=O)c1onc(CSc2ccc(Cl)cc2)c1C(=O)O	0.1	1	6	4	3	5	10	6	1
CCCOc1ccc(/C(O)=C2\C(=O)C(=O)N(c3ccccn3)C2c2ccccc2F)cc1C (configuration not stated)	-0.9	0	-2	-4	-13	-2	6	-18	-8
CCS(=O)(=O)c1ccc2c(c1)N(S(C)(=O)=O)CC(C(=O)NCc1ccccc1OC)O2 (configuration not stated)	0.0	1	6	-6	-9	-11	3	-7	9
O=C(COc1ccccc1)NNc1nc2c(F)cccc2s1	2.1	2	2	3	-17	3	5	-7	16
CNc1oc(C)nc1S(=O)(=O)c1ccc(C)cc1	0.3	0	6	-3	-5	-5	5	-3	9
CN1CCN(NC(=O)CSc2ccc(Cl)cc2Cl)CC1	0.4	1	-2	-2	-3	-5	-1	1	16
CCc1ccc(NC(=O)Cn2cccc2)cc1	-0.4	0	2	-2	6	-6	6	-2	1
CC(=O)N/C(=C/c1ccc2c(c1)OCO2)C(=O)NC(Cc1ccccc1)C(=O)O (configuration not stated)	0.2	0	-2	3	1	11	-2	9	-19
